Source: PubChem (several laboratories)
MsrA act: bovine MsrA enzyme activators, primary screen, biochemical, absorbance, HTS | purified bovine MsrA, absorbance read-out | activation, % at 10.6 µM | actives 0.3% (n = 360,000) | AID 602163, 2012; in the data active means activation above about 7.5%;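 further: 0% = vehicle and 100% = reference activator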
FAS-TE inh: FAS thioesterase domain inhibitors, primary screen, biochemical, fluorescence intensity, uHTS | inhibition, % at 15 µM | actives 0.67% (n = 360,000) | AID 602261, 2012 | recombinant FAS-TE, OMFH fluorogenic substrate, fluorescence endpoint;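 active means compounds whose normalised, plate-corrected inhibition of enzyme fluorescence in the single-dose primary screen is 50% or more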;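 further: 0% = DMSO with enzyme and 100% = substrate without enzyme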
MsrA inhibitor: bovine MsrA enzyme inhibitors, primary screen, biochemical, absorbance, HTS; inhibition, % at 15.5 µM; Methionine sulfoxide reductase A (Bos taurus); purified bovine MsrA, absorbance read-out; actives 0.75% (n = 360,000); in the data active means inhibition above about 4.5%;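 further: 0% = vehicle wells with enzyme and 100% = reference inhibitor wells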
Tb MetRS inh: T. brucei MetRS inhibitors, primary screen, biochemical, luminescence; purified T. brucei MetRS, ATP depletion, Kinase-Glo luminescence; inhibition, % at 11.9 µM; actives 0.4% (n = 360,000); AID 624268, 2012;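 active means inhibition above a per-plate cutoff of the control wells' mean inhibition plus 3 SD, cut at about 5.5% in these data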;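 further: 0% = DMSO wells median and 100% = median of wells with control inhibitor compound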
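Dosing: 11.9 µM compound single dose, 0.9% DMSO; Assay system: purified T. brucei MetRS enzyme; Measured by: Kinase-Glo luciferase luminescence reporting remaining unconsumed ATP; Schedule: 15 min plus 2 h at 25 °C.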
SKN-1 block: suppressors of acrylamide-induced Pgst-4::GFP reporter in worms, primary screen, SKN-1 inhibitor project, whole organism, uHTS, GFP/RFP fluorescence ratio, strain VP596. actives 0.49% (n = 360,000). C. elegans VP596 Pgst-4::GFP/RFP ratio, 24 h. AID 624304, 2012. inhibition, % at 21.8 µM;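 active means interference check ratio from 0.5 to 1.5 plus GFP to RFP signal ratio inhibition reaching or exceeding a fixed threshold, cut at about 30% in these data, passing the limit was not always enough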; further: some compounds called inactive have numbers as strong as hits
MT1-MMP act inh: blockers of MT1-MMP proenzyme processing, primary screen, HT1080 RFP-PRO-GFP cells, GFP/RFP fluorescence | Matrix metalloproteinase-14 (Homo sapiens), P50281 | GFP/RFP ratio fluorescence, overnight; percent of plate control window, DMSO zero | GFP/RFP ratio change, % at 20 µM | actives 0.061% (n = 360,000) | AID 651647, 2012;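 active means GFP/RFP ratio change of at least 30% with cell ATP level not reduced by more than half and red fluorescence within 50% of control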; further: strong numbers were not always called active
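Material – HT1080 RFP-PRO-GFP cells · Control set – DMSO wells and RFP-L50D-GFP cells · Incubation – overnight cell settling, then overnight compound exposure, 37 °C, 5% CO2 · Compound dosing – single-point 20 µM compound, 1% DMSO · Read-out – GFP/RFP fluorescence ratio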
E coli Lon inh: inhibitors of E. coli Lon protease, primary screen, biochemical, fluorescence polarization | P0A9M0 | purified E. coli Lon protease | inhibition, % at 7.94 µM | actives 0.42% (n = 360,000) | AID 602123, 2011; in the data active means inhibition above about 13%, passing the limit was not always enough;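 further: 0% = enzyme with probe and DMSO and 100% = no enzyme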
PABP1 MLLE inh: inhibitors of PABP1 MLLE–PAM2 peptide binding, primary screen, biochemical, fluorescence polarization, FITC-PAM2, GST-MLLE; Polyadenylate-binding protein 1 (Homo sapiens), P11940; inhibition, % at 20 µM; actives 0.36% (n = 360,000); AID 588489, 2011; in the data active means inhibition above about 35%, passing the limit was not always enough;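 further: plate controls were DMSO wells with GST-MLLE for no effect and wells lacking GST-MLLE protein for full effect; some results filed as inactive read as strong as hits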
Target sequence (P11940 whole entry, looked up): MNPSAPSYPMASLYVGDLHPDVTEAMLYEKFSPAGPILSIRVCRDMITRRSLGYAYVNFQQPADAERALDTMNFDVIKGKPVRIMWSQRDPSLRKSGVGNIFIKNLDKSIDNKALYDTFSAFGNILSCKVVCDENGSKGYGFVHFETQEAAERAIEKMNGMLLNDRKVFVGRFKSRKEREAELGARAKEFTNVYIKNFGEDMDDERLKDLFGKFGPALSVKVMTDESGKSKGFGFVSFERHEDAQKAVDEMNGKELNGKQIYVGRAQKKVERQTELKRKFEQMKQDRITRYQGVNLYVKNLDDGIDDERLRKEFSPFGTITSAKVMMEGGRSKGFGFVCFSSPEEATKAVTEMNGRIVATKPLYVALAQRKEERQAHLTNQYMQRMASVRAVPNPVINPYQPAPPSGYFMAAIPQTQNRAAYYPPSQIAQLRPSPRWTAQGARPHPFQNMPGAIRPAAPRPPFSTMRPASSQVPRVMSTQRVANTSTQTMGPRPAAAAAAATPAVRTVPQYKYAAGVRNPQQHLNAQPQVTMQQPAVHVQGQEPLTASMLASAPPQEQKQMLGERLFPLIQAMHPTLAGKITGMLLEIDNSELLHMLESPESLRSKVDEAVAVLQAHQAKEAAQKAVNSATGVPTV
NRP1-CendR mod: modulators of CendR peptide binding to NRP-1, primary screen, biochemical, fluorescence polarization, uHTS; FAM-RPARPAR peptide binding to NRP-1; inhibition, % at 25 µM; Neuropilin-1 (Homo sapiens), O14786; actives 0.85% (n = 360,000);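 active means inhibition or corrected inhibition above about 18%, plus a signal ratio from 0.5 to 1.5, limit read from the data, passing the limit was not always enough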; further: strong numbers were not always called active
* = called active by the depositor; i = inactive; . = not tested or not shown.

SMILES	MsrA act	FAS-TE inh	MsrA inhibitor	Tb MetRS inh	SKN-1 block	MT1-MMP act inh	E coli Lon inh	PABP1 MLLE inh	NRP1-CendR mod
COc1ccc(CCNC(=O)C2CCN(S(=O)(=O)N3CCCCCC3)CC2)cc1OC	-2	-8	-1.2	-0.2	8	2	-4	-5	-1
O=C(Nc1ccccc1)C1C2CCC3C(CCC21)C3(Cl)Cl (stereo unspecified)	0	3	1.6	0.1	10	3	-2	15	17
O=C(Cn1cnc2ccccc2c1=O)NC1CCS(=O)(=O)C1 (stereo unspecified)	-1	-5	-0.5	0.1	1	5	-21	8	11
Cc1n[nH]c(=O)nc1NC(C)c1ccccc1 (stereo unspecified)	-6	-5	-0.7	-0.6	-7	3	-10	9	-5
CCOC(=O)N1CCN(C(=O)c2ccc3c(c2)N(Cc2ccccc2)CCS3)CC1	-1	7	0.6	-0.1	3	-3	-3	6	-11
Nc1nnnn1CC(=O)N/N=C/c1cc([N+](=O)[O-])ccc1O	-2	7	3.5	0.6	-6	6	9	-6	2
CCOc1ccc(CCNC(=O)CCc2nnc3ccc(N4CCOCC4)nn23)cc1OCC	-6	-4	-0.4	1.7	-4	6	-2	-6	-4
CCOc1ccc2ccccc2c1CNCCN1CCOCC1	0	-2	1.5	-0.4	8	0	-5	0	-7
COc1ccc(C(=O)O)cc1S(=O)(=O)NCc1ccccn1	-2	-6	-0.3	-1.4	15	2	-8	-14	12
Oc1ccccc1Nc1ccccn1	-3	-5	-1.0	-0.3	27	1	4	-20	0
Cc1ccc2nc(SCC(=O)Nc3ccc4c(c3)OCCO4)nc(=O)n2c1	-8	-4	2.6	-0.7	3	0	1	26	-8
CCOC(=O)N1CCN(Cc2cn[nH]c2-c2cccc3ccccc23)CC1	-5	-5	1.3	-0.3	-12	-4	4	-1	8
NC(=O)CC(NC(=O)c1ccccc1)c1ccc(NC2CCN(Cc3ccccc3)CC2)c([N+](=O)[O-])c1 (stereo unspecified)	-3	-11	-0.6	-0.2	6	2	-2	18	2
CCCCCC(=O)N1C[C@H](n2cc(-c3ccc(F)cc3)nn2)[C@@H](O)C[C@@H]1c1ccc(OC)cc1	0	6	-0.6	-0.5	10	1	3	5	-4
Cc1cc2ncn(/N=C/c3ccc([N+](=O)[O-])s3)c2cc1C	-5	42	-0.1	-1.6	-4	-2	-10	-15	-1
CCc1ccc(/C=C2\Oc3c(ccc(O)c3CN3CCN(C)CC3)C2=O)cc1	-3	-5	0.7	0.4	2	-11	-54	-11	-52
CN(c1ccccc1C(=O)NCc1ccccc1Cl)S(=O)(=O)c1ccccc1	-2	4	-0.9	0.1	-7	3	-2	-1	-4
CCCCOC(=O)C1=C(C)Nc2ncnn2C1c1cccc(OC)c1 (stereo unspecified)	-3	-3	-0.7	0.1	6	-2	-4	4	-2
COc1ccc(CC(=O)Nc2nnc(SCC(=O)NCc3ccco3)s2)cc1OC	-1	-6	-1.3	0.0	12	1	5	-14	-6
CC1=C(C(=O)OCCOc2ccccc2)C(c2coc3ccccc3c2=O)C2=C(CCCC2=O)N1 (stereo unspecified)	-1	13	-1.5	-0.6	-1	-4	-1	3	-8
CC1CC=C2C(C#N)=C(N)C(C#N)(C#N)C(c3cccs3)C2C1 (stereo unspecified)	0	2	.	-0.8	-21	-48	42*	80	-12
COC(=O)C(NC(=O)CNS(=O)(=O)c1ccc(Br)cc1)c1ccccc1 (stereo unspecified)	-4	-2	-0.1	-0.2	-4	1	2	-19	0
O=C(NC(=S)Nc1sc2c(c1C(=O)O)CCCC2)c1ccccc1	-2	9	2.4	-0.5	24	7	1	28	-25
CCOC(=O)c1cc2cc(C)ccc2[nH]1	-5	-3	1.1	-0.1	18	3	-9	10	1
O=C(CCl)N=c1sccn1Cc1ccccc1Cl	-4	-1	0.2	-0.1	2	-23	4	2	-7
CCCCn1nnnc1C(c1ccccc1)N1CCN(c2ncccn2)CC1 (stereo unspecified)	-1	-2	2.4	-0.5	2	-4	-6	.	-1
CCOc1cc(/C=C2/C(=O)ON=C2C)ccc1OCc1ccccc1F	-8	-11	0.0	-1.2	1	3	-5	30	-36
Cn1cccc1C(=O)OCC(=O)Nc1ccc2c(c1)OCCO2	-2	-7	0.1	-0.1	-22	0	-6	-8	12
Cc1ccccc1NC(=O)CNC(=O)Cc1cccc2ccccc12	-1	0	-0.2	0.4	3	-3	-12	-11	-23
CCOc1ccc(Nc2nc3cc(S(=O)(=O)CC)ccc3o2)cc1	-3	7	2.7	0.1	5	1	15	-21	-4

Entries of single compounds, looked up by structure. Screens in order: MsrA act, FAS-TE inh, MsrA inhibitor, Tb MetRS inh, SKN-1 block, MT1-MMP act inh, E coli Lon inh, PABP1 MLLE inh, NRP1-CendR mod
Profile of CC1CC=C2C(C#N)=C(N)C(C#N)(C#N)C(c3cccs3)C2C1 (stereo unspecified) : 0, 2, ., -0.8, -21, -48, 42*, 80, -12
Profile of O=C(NC(=S)Nc1sc2c(c1C(=O)O)CCCC2)c1ccccc1 : -2, 9, 2.4, -0.5, 24, 7, 1, 28, -25
Profile of CCCCOC(=O)C1=C(C)Nc2ncnn2C1c1cccc(OC)c1 (stereo unspecified) : -3, -3, -0.7, 0.1, 6, -2, -4, 4, -2
Profile of CCc1ccc(/C=C2\Oc3c(ccc(O)c3CN3CCN(C)CC3)C2=O)cc1 : -3, -5, 0.7, 0.4, 2, -11, -54, -11, -52
Profile of Cc1ccccc1NC(=O)CNC(=O)Cc1cccc2ccccc12 : -1, 0, -0.2, 0.4, 3, -3, -12, -11, -23

(listing goes on)
SMILES	MsrA act	FAS-TE inh	MsrA inhibitor	Tb MetRS inh	SKN-1 block	MT1-MMP act inh	E coli Lon inh	PABP1 MLLE inh	NRP1-CendR mod
COc1ccc(NC(=O)C2CCN(S(=O)(=O)c3c(C)noc3C)CC2)cc1Cl	-2	2	0.0	-0.1	-4	1	-2	6	19
O=C(CSc1nnc(-c2cccc(Br)c2)o1)N1CCNC1=O	-2	-2	-0.1	0.0	3	4	5	-97	3
NC(=O)CC[C@H](NC(=O)OCc1ccccc1)C(=O)OCc1ccc(Cl)cc1	-4	-4	-0.4	0.2	1	1	-4	15	1
CC(C)c1nnc(SCC(=O)N2CCOCC2)n1C	-9	-5	-0.8	-1.1	-14	2	-2	2	7
Cc1c(Br)c([N+](=O)[O-])nn1CC(=O)NCC1CCCO1 (stereo unspecified)	-4	0	-0.3	0.2	0	2	-5	1	7
N=C1/C(=C\c2coc3ccccc3c2=O)C(=O)N=C2SC(c3ccncc3)=NN12	-7	-20	1.9	0.4	-17	-51	-351	i	133
O=C1NCCCc2nonc21	-2	-2	2.9	-0.1	2	8	-2	-3	5
O=C(CSc1ccc(-c2ccc(Br)cc2)nn1)N1CCOCC1	-1	-2	-0.2	0.5	-8	4	-7	-2	18
O=C(Nc1cc(Cl)ccc1-n1cncn1)c1cccs1	-3	-4	1.1	-0.6	14	1	6	-5	7
CCOc1ccccc1NC(C)C(=O)NC(=O)NC1CCCCC1 (stereo unspecified)	-2	5	-0.4	-0.1	10	2	-5	-5	7
Cc1nc(C)c(C(=O)OCC(=O)Nc2ccccc2)s1	-9	0	-0.7	-0.2	16	-2	5	6	-14
Nc1nnc(SCC(=O)NNC(=O)c2ccccc2)s1	-1	-9	-0.6	-0.5	2	-3	-12	-21	17
NC(=O)c1cc(S(=O)(=O)Nc2cccc(Cl)c2)cs1	0	-3	-1.1	0.1	10	3	-1	-5	-4
NC(=O)[C@H]1CC2(CC(c3cccc(NC(=O)COc4ccc(Cl)cc4)c3)=NO2)CN1C(=O)[C@H]1CCC(=O)N1 (stereo partly specified)	-7	-11	1.0	-0.4	9	2	20	-8	16
CCc1cc2c(=O)n(Cc3ccco3)c(SCC(=O)NCC3CCCO3)nc2s1 (stereo unspecified)	-4	2	-0.4	-0.1	13	0	-1	11	13
COc1cccc(OC)c1C(=O)NC(=S)N1CCN(c2ccc(C(F)(F)F)cc2[N+](=O)[O-])CC1	1	28	-0.5	0.2	27	4	8	-67	20
COC(=O)[C@@H](NC(=O)NCc1cccs1)C(C)C	-3	-6	-0.6	-0.5	4	-3	-1	-12	0
O=C(NC(c1ccc(Cl)cc1)c1cccnc1)C1CCN(CCOc2ccc(Cl)cc2Cl)CC1 (stereo unspecified)	-2	12	-0.5	0.1	5	-1	-9	5	4
O=C(c1ccc(Br)o1)N(Cc1ccccc1)Cc1ccccc1	2	22	2.1	-0.1	2	-4	-1	0	-2
O=C(Nc1ccc2ccccc2c1)c1ccc2[nH]c(=O)c(=O)[nH]c2c1	-4	0	1.5	-0.1	2	4	5	-18	-5
CN(CC(=O)Nc1ccccc1C(F)(F)F)C(=O)CCc1nc2ccccc2c(=O)[nH]1	-3	-9	-1.3	0.2	11	-2	-4	1	-8
CCOC(=O)C1C(=O)C=C(N2CCOCC2)CC1c1cccc(OC)c1 (stereo unspecified)	-10	-10	0.2	-0.8	-5	8	-1	1	4
CCOC(=O)C1CCCN(CC(=O)NC2CC2)C1 (stereo unspecified)	-15	-4	0.4	-1.1	1	-6	-5	-3	5
CNc1ccc(C(=O)OCC(=O)NCc2ccc3c(c2)OCO3)cc1[N+](=O)[O-]	-4	-3	1.3	-0.3	-8	0	-7	-6	-4
CCS(=O)(=O)NCCCCc1ccccc1	1	-5	-0.6	0.1	6	2	4	1	7
Cc1cc(=O)oc2cc(NC(=O)C3COc4ccccc4O3)ccc12 (stereo unspecified)	-1	6	0.2	0.2	19	-2	-1	9	-12
CN(C)S(=O)(=O)c1ccc(C(=O)OCC2CCCO2)cc1 (stereo unspecified)	-4	-4	-1.2	-0.7	-14	1	-8	4	4
CCSc1ncccc1-c1nc2ccccc2[nH]1	-2	-4	-0.3	0.5	-6	4	3	-7	10
Cc1ccc(NC(=O)COC(=O)COc2cccc3c2OC(C)(C)C3)c(C)c1	-2	-10	2.3	0.0	8	2	-3	-11	6
Cc1cc(NC(=O)CSc2nnnn2-c2cc(Cl)ccc2C)no1	-5	2	0.6	-1.0	-14	0	3	8	2
Cc1nc(-c2ccccc2)sc1C(=O)CSc1ccc(F)cc1	7	26	1.6	-0.5	4	9	-1	20	12
Cc1cc(C)cc(-n2ncc3c2CCCC3NC(=O)c2cc(C)n(C)n2)c1 (stereo unspecified)	-2	-2	-0.5	-0.6	10	4	4	3	12
CN1C(=O)C(=O)/C(=C(/O)c2ccc(Br)cc2)C1c1ccccc1F (stereo unspecified)	-3	-8	1.4	-0.9	10	0	-1	3	9
NC(=O)C1CCCc2c1n(Cc1ccccc1)c1ccccc21 (stereo unspecified)	-1	-4	0.3	-0.5	-11	-5	-2	-1	8
COc1ccc(S(=O)(=O)N(C)CC(=O)Nc2ccccc2SC)cc1	6	1	-1.4	0.6	21	0	-10	6	2
COc1ccc(/C=N/NC(=O)c2cc(-c3ccccc3OC)nc3ccccc23)cc1COC(C)=O	-4	20	3.5	0.6	8	0	-5	6	-1
O=S(=O)(c1ccc2nnn(O)c2c1)N1CCCCC1	-1	-3	0.9	0.0	-11	2	-1	8	9
